Source: PubChem BioAssay (National Center for Advancing Translational Sciences (NCATS))
Tb PFK block – inhibitors of T. brucei phosphofructokinase; O15648; T. brucei PFK, ADP-Glo luminescence; Potency, µM (highest dose often 57.5 µM), without a hit: at the top dose activity, negative = inhibition, most hits filed as inhibitors; 330,000 tested, 0.17% active; AID 485367;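 also: potency is read from the fitted curve at half-maximal effect; 0% = uninhibited 1x PFK enzyme wells and -100% = no-enzyme wells; nearly all actives have a fitted effect of over 60% in size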
Target sequence (O15648 whole entry, looked up): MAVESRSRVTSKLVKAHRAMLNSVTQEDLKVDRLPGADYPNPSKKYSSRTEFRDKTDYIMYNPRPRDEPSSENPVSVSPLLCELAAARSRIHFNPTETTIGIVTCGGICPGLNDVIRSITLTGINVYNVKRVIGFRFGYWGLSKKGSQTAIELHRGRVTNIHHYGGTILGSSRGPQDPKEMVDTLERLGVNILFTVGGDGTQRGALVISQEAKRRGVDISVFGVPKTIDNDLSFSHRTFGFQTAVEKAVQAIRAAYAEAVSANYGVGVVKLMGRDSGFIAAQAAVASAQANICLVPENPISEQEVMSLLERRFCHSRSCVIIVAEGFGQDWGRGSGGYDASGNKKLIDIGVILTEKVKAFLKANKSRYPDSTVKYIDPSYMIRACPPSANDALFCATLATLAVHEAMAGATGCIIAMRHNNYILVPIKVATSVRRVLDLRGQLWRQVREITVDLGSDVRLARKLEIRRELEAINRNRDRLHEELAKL
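1.25 nM PFK with 0.5 mM F6P and 0.1 mM ATP in 0.1 M TEA pH 8.0, 5 mM MgCl2, incubated 45 min at room temperature; ADP measured by ADP-Glo luminescence; compounds titrated up to 57 uM.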
Giardia kill – kills Giardia lamblia; Giardia lamblia trophozoite viability; activity change, % at 7.66 µM, hits read low; 340,000 tested, 0.15% active; in the data active = activity change below about -80%; inconclusive = between about -30% and that limit;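 also: parasites exposed to compound for two days anaerobically before the ATP read; % is scaled to controls: 0 for no effect and ±100 for the full control effect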
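Each well holds 100 Giardia trophozoites and compound. After two days (48 hrs) at 37 deg C in anaerobic conditions, ATP is quantified by luminescence.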
a7 integrin act – integrin-mediated muscular dystrophy alleviation activation; alpha7betagal myoblasts, beta-gal FDG fluorescence, 48 h; Potency, µM (series often up to 38.3 µM), for inactives: at the highest dose activation, hits mostly activators; 350,000 tested, 0.064% active; AID 624291;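 also: potency is read from the fitted curve at half-maximal effect; 100% = response of the positive control SU9516; nearly all actives have a fitted effect of over 60% in size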
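Alpha7betagal+/- myoblasts (passage 13) were plated 16-24 hr, then exposed to compounds (1:260 dilution of DMSO stock) for 48 hours at 37C. After MPER lysis, β-galactosidase reporter activity was read as FDG fluorescence (ex 480/em 540) after 30 minutes.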
Coupling enz – inhibits coupling enzyme system, counter-screen for aldolase hits; 290,000 tested, 0.67% active; activity change, negative = inhibition, % at 58.2 µM, hits read low; coupling enzyme system counterscreen, AmpLite Red fluorescence; in the data active = activity change below about -30%; also: % is scaled to controls: 0 for no effect and ±100 for the full control effect
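Counterscreen of the coupled detection system alone, without aldolase: glyceraldehyde-3-phosphate coupling enzymes plus AmpLite Red readout. Compounds at 57.5 uM final, 10 min RT preincubation, 20 min RT reaction, fluorescence 525/598 nm.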
GALK inhibitor – inhibitors of human galactokinase; Potency, µM (titrated, usually from 57.5 µM), without a hit: at the top dose activity change, negative = inhibition, actives largely listed as inhibitors; AID 1868; 270,000 tested, 0.007% active; Purified GALK, Kinase-Glo residual ATP luminescence; P51570; also: potency is read from the fitted curve at half-maximal effect; % is scaled to controls: 0 for no effect and ±100 for the full control effect
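Luminescence from leftover ATP (Ultra-Glo luciferase/luciferin) served as read-out after a 1 h room-temperature reaction of 5 nM GALK with 35 uM ATP and 100 uM galactose.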
Menin-MLL TR inh – menin-MLL binding inhibition, Texas Red mutant peptide; Potency, µM (top dose mostly 61.6 µM), without a hit: at the top dose FP activity change, negative = inhibition, hits mostly inhibitors; 270,000 tested, 0.23% active; Menin + Texas Red MLL mutant peptide, fluorescence polarization; active = well fitted inhibition curve with a large enough effect in the polarisation, with a control signal flat, not every such curve was filed as active; inconclusive = small, poorly fitted or top-dose-only effect, or effect the other way, or a change in a side signal; inactive = no such curve, though single readings can be large or run the other way; the % refers to the polarisation; also: potency is read from the fitted curve at half-maximal effect; % of control where 0% means no effect; many of its hits are not listed in these tables
PKM2 activator – PKM2 (human) enzyme activation | purified PKM2, Kinase-Glo ATP luminescence, activation; response scale: 0% is enzyme alone, no compound | Potency, µM (top dose mostly 57.5 µM), inactives show at the top dose activation, hits mostly activators | 260,000 tested, 0.34% active | AID 1631; also: potency is read from the fitted curve at half-maximal effect; % is scaled to controls: 0 for no effect and ±100 for the full control effect; nearly all actives have a fitted effect of over 55% in size
Target sequence (P14618 whole entry, looked up): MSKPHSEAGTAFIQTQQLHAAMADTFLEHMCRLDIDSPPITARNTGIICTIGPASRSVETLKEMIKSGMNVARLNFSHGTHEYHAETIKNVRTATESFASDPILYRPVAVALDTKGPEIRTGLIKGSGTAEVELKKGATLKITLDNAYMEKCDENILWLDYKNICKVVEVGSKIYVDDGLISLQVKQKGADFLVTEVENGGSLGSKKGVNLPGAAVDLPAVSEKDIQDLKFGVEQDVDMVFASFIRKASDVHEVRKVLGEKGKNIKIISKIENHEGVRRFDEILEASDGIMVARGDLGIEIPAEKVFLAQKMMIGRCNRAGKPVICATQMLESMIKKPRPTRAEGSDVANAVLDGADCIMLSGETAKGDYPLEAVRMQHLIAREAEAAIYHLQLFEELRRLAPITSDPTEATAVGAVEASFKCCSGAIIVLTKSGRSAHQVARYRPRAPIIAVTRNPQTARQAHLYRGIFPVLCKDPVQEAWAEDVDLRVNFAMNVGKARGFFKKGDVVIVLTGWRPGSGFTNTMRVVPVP
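ATP formation by purified human PK-M2, quantified via coupled luciferase luminescence after 1 h at room temperature with 0.1 mM ADP and 0.5 mM PEP final.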
B2AR arrestin – recruits beta-arrestin to the human beta2-adrenergic receptor. P07550. beta-arrestin recruitment to beta2AR, cell-based reporter. Potency, µM (highest dose often 46.1 µM), for inactives: top-dose activation, actives largely listed as activators. 330,000 tested, 0.02% active. AID 492947;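 also: potency is read from the fitted curve at half-maximal effect; 0% = DMSO controls and full agonism = EC100 isoproterenol or metaproterenol; nearly all actives have a fitted effect of over 65% in size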
S-ASM inh – inhibitors of human secretory acid sphingomyelinase | P17405 | placental ASM, HMU-PC fluorogenic substrate, 60 min | Potency, µM (top dose mostly 57.5 µM), inactives show at the top dose activity change, negative = inhibition, usual class: inhibitors | 340,000 tested, 0.006% active; also: potency is read from the fitted curve at half-maximal effect
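Fluorescence read-out (Ex 386 nm, Em 447 nm) after stopping the reaction at pH 10. Enzyme: ASM from human placenta; substrate HMU-PC0, 9 uM final; 60 min, 37 °C. Compound preincubation 10 min, ambient temperature.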
PTAP TSG101 blk – blocks PTAP/TSG101 interaction to inhibit HIV-1 budding | Potency, µM (highest dose often 115 µM), for the others: top-dose activity change, negative = inhibition, most hits filed as inhibitors | Fluorescence polarization, FITC-PTAP peptide / Tsg101 binding | Q99816 | 340,000 tested, under 10 active; active = well fitted inhibition curve with a large enough effect in the main read-out, with a control signal flat, not every such curve was filed as active; inconclusive = small, poorly fitted or top-dose-only effect, or effect the other way, or a change in a side signal; inactive = no such curve, though single readings can be large or run the other way; also: potency is read from the fitted curve at half-maximal effect; % of control where 0% means no effect
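Compounds were pin-transferred onto Tsg101 binding domain (10 uM final) in HEPES pH 7.5 buffer, then FITC-PTAP peptide was added at 50 nM final. After 20 min at RT, polarization reported peptide displacement across a qHTS concentration series.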
Chronic BCR inh – inhibitors of chronic active B-cell receptor signaling. Potency, µM (highest dose often 46.1 µM), for inactives: top-dose ratio change, negative = lower green/red ratio, usual class: inhibitors. 340,000 tested, 0.05% active. ABC-DLBCL IkBa-CBG/CBR reporter, luminescence ratio, 4 h. AID 493014; active = well fitted inhibition curve with a large enough effect in the signal ratio, with a control signal flat, not every such curve was filed as active; inconclusive = small, poorly fitted or top-dose-only effect, or effect the other way, or a change in a side signal; the % refers to the signal ratio;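 also: potency is read from the fitted curve at half-maximal effect; plate controls were basal doxycycline-induced cells for no effect and cells given 10 µM MG132 for full effect; MG132 reads +100%, hits lower the ratio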
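Cell line TMD8 (human ABC DLBCL), stably expressing tet-inducible CBG68-IkBa fusion and CBR; IMDM/0.5% FBS; cpd up to 46 uM; dox induction, 4 h, 37C/5% CO2; dual luminescence; green/red ratio; MG132 control.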
* marks the source's active call; other numbers are inactive results; ? = inconclusive; nt = no result given; [ ] = remark or other dose. Unless noted, calls follow the shape of the dose curve; as a rule, active = well fitted curve in the direction sought with a large enough effect; inconclusive = small, poorly fitted or top-dose-only effect, or another doubt; inactive = no such curve, though single readings can be large; an effect the other way counts as inactive or inconclusive. Only part of the results is shown. The share of hits here may be higher or lower than overall.

SMILES | Tb PFK block | Giardia kill | a7 integrin act | Coupling enz | GALK inhibitor | Menin-MLL TR inh | PKM2 activator | B2AR arrestin | S-ASM inh | PTAP TSG101 blk | Chronic BCR inh
O=C1NC(=Nc2ccccc2)SC1(CO)CO | -5% | 13 | 14% | 0 | 0% | 9% | -3% | -0.7% | 15% | -6% | 1%
CC(=O)c1cccc(NC(=O)C(C)OC(=O)CN2C(=O)NC(C)(C)C2=O)c1 (stereo not drawn) | -2% | 13 | -34% | nt | nt | nt | nt | -0.3% | -1% | -5% | 0%
Cc1ccc(S(=O)(=O)N2CCC(=O)N(C(COCc3ccc(Cl)cc3)C(C)C)CC2)cc1 (stereo not drawn) | -2% | 4 | -16% | -1 | nt | -7% | -3% | -1.9% | 142% | -8% | -2%
COc1ccc(-c2cc(C(F)(F)F)n3nc(C(=O)N4CCCCC4)cc3n2)cc1OC | 0% | 16 | -37% | 1 | -2% | -1% | -3% | -0.3% | 164%[activator] | 0% | ?
O=C(CSc1nnc(CNC(=O)c2c(F)cccc2Cl)o1)NCc1ccc(F)cc1 | -2% | -4 | 25% | nt | -7% | nt | nt | 0.0% | 0% | -4% | ?
Cc1ccc(C2(C)NC(=O)N(CC(=O)Nc3ccccc3N3CCCC3)C2=O)cc1 (stereo not drawn) | 4% | 17 | -21% | nt | nt | nt | nt | 3.8% | -1% | -2% | ?
CCOC(=O)c1c(NC(=O)C2C3CCC(O3)C2C(=O)O)sc2c1CCC(CC)C2 (stereo not drawn) | 3% | 9 | -18% | 9 | -4% | -2% | 4% | -0.2% | 6% | -5% | 10%
CCS(=O)(=O)N1CCN(Cc2ccncc2)CC1 | -10% | -15 | 14% | -2 | 2% | 10% | 5% | 0.0% | -2% | -4% | 3%
COC(=O)c1cc(NS(=O)(=O)c2ccc(N3CCCCC3)c([N+](=O)[O-])c2)cc(C(=O)OC)c1 | -2% | 2 | -23% | -1 | -4% | ? | -2% | -1.1% | 1% | -1% | 19%
O=C(COC(=O)c1ccc(=O)[nH]c1)Nc1cccc(S(=O)(=O)N2CCOCC2)c1 | 7% | -9 | -4% | 2 | -1% | nt | -4% | -0.9% | -1% | -3% | 0%
COC(=O)c1c(NC(=O)C(C)(C)C)sc2c1C(C(=O)OC)CC2 (stereo not drawn) | -4% | 6 | 20% | nt | -3% | -19% | 6% | -0.1% | -3% | -9% | ?
O=C(CSc1nnc(-c2cccs2)o1)NCC1CN(Cc2ccccc2)CCO1 (stereo not drawn) | -4% | -7 | 26%[7.66 µM] | 9 | 0% | 14% | -1% | 0.0% | 0% | -2% | 1%
COc1ccc(NS(=O)(=O)c2cc(NC(=O)/C=C/c3ccccc3OC)ccc2N2CCCCC2)cc1 | 0% | 3 | 6% | -2 | 1% | ? | -1% | -0.7% | 4% | 1% | -9%
CC(=O)c1c(C)[nH]c(C(=O)Nc2nc(-c3ccc(Cl)cc3)cs2)c1C | 0% | -5 | 6% | -2 | 3% | 14% | 8% | -0.8% | ? | -5% | 0%
CC1CCCC(NC(=O)CN2CCN(S(=O)(=O)c3cccs3)CC2)C1C (stereo not drawn) | -19% | -6 | -17% | nt | nt | nt | nt | 0.1% | -2% | -8% | -4%
N#Cc1ccc(C(=O)Nc2nnc(-c3ccccn3)o2)cc1 | -5% | -3 | 18% | 1 | 2% | ? | -6% | -0.7% | 5% | 0% | ?
Cc1ccccc1C(=O)Nc1nnc(-c2ccco2)o1 | -20% | 9 | -7% | 0 | 3% | 7% | -6% | 9.7% | -3% | 0% | ?
Cc1ccccc1Cn1cc(NC(=O)c2cc3nc(-c4ccco4)cc(C(F)(F)F)n3n2)cn1 | -1% | 11 | -29% | 2 | -1% | 15% | -3% | -0.1% | 126% | -4% | 7%
Clc1cccc(CSc2ccc(-c3ccco3)nn2)c1 | 6% | -1 | 4% | -1 | -1% | 31%[activator] | 10% | 0.1% | -1% | 0% | ?
CCOc1ccc(NC(=O)CN(C)C(=O)c2cc([N+](=O)[O-])ccc2N2CCCCC2)cc1OCC | -6% | -3 | 9% | nt | nt | nt | nt | 0.3% | nt | -1% | 11%
Cc1cccc(C)c1Nc1c(-c2ccc(N3CCOCC3)cc2)nc2cnccn12 | 1% | -18 | 26% | -1 | nt | nt | -2% | -0.5% | 292%[activator] | -2% | ?
O=C(CC1SC(=O)N(c2ccccc2)C1=O)Nc1ccc(Cl)cc1 (stereo not drawn) | ? | -12 | 4% | 2 | 3% | nt | 10% | 0.0% | 1% | -4% | ?
O=C(O)CSc1nc2ccccc2c(=O)[nH]1 | 0% | -1 | 6% | 2 | 0% | 0% | -3% | -0.1% | 3% | 1% | ?
CCOc1cc(C(=O)OCC(=O)Nc2c(C)cccc2C)ccc1OCC(=O)N1CCOCC1 | -1% | 4 | -10% | 2 | -4% | 4% | 6% | -0.4% | 3% | 0% | -4%
Cc1c(C(=O)OC(C)C(C)C[N+](C)(C)C)oc2ccccc12 (stereo not drawn) | 5% | -9 | -9% | 2 | 3% | -8% | -4% | 0.7% | 0% | -10% | 9%
COC(=O)[C@]1(C)N[C@H](CN(C)C(=O)Nc2ccc(OC)cc2)[C@@H]2C(=O)N(C)C(=O)[C@@H]21 | 4% | 6 | 1% | nt | nt | nt | nt | 2.1% | 6% | -4% | 7%
CC(=O)N/N=C/c1cc(C(C)(C)C)cc(/C=N/NC(C)=O)c1O | -3% | 9 | 1% | -2 | 4% | 0% | -3% | -0.3% | 12% | -14% | -1%
COc1ccc(C(=O)Nc2cccc3c2CCCC3)cc1OC | -5% | -20 | -1% | 0 | 2% | 4% | 1% | 0.5% | 3% | 2% | ?
CC(OC(=O)CCCN=C1NS(=O)(=O)c2ccccc21)C(=O)Nc1ccccc1[N+](=O)[O-] (stereo not drawn) | 21% | 0 | 0% | nt | nt | nt | nt | -0.4% | 2% | -2% | -8%
CCc1cc2cc(C)ccc2nc1SCC(=O)NNC(=O)c1ccco1 | 8% | 5 | 15% | -3 | 0% | ? | nt | -0.1% | -5% | 0% | 1%
COc1cc2c(cc1OC)CC(C(=O)NCc1ccccc1)NC2 (stereo not drawn) | 6% | -4 | -7% | 1 | 0% | -23% | nt | -0.9% | 0% | 0% | 2%
CC1(C)CC(=O)C=C(NC2CCCCCC2)C1 | -4% | 10 | 2% | 0 | 6% | -7% | -1% | -0.4% | 4% | -4% | -1%
O=C(c1c(Cl)cccc1Cl)N1CCCCCC1 | -2% | 17 | 6% | -1 | 1% | -11% | -4% | -0.2% | 1% | 3% | 0%
CC[n+]1ccc(/C=C/c2c[nH]c3ccccc23)cc1 | -20% | 11 | -67%[inhibitor] | -29 | 4% | -1% | -19% | -0.4% | -14% | ? | 0%
COc1ccc(-c2nc(N)n(C(=O)Cc3ccccc3)n2)cc1 | -3% | -15 | 8% | 0 | 1% | -10% | -1% | 0.1% | 0% | 0% | -1%
CC(C(=O)Nc1ccc(C#N)cc1)N(C)CC(=O)N(C)c1c(N)n(Cc2ccccc2)c(=O)[nH]c1=O (stereo not drawn) | -2% | 6 | 0% | nt | nt | nt | nt | -0.5% | 2% | -4% | 3%
COc1ccc(C2C=C(C)Nc3nc4ccccc4n32)cc1 (stereo not drawn) | 0% | -12 | ? | 3 | 11% | -10% | 1% | -0.9% | 72%[activator] | 0% | ?
O=C(CSc1ncccn1)N1CCCC1 | 4% | -25 | -15% | 1 | -1% | 1% | -1% | -0.5% | 1% | -5% | -10%
Cc1ccc(NCC(=O)N/N=C/c2cc3ccccc3nc2Cl)cc1 | -5% | -23 | -14% | 3 | -1% | 14% | -1% | -0.7% | -5% | -5% | 2%
O=C(/C=C/c1cccc([N+](=O)[O-])c1)NCc1ccco1 | 1% | -6 | 7% | -5 | 0% | 1% | -2% | -1.0% | 3% | -3% | 5%
CN(C(=O)c1ccco1)c1nnc(C23CC4CC(CC(C4)C2)C3)s1 | -13% | -29 | 6% | 0 | -3% | -9% | -2% | -0.4% | 0% | -1% | 4%
N#Cc1ccsc1NC(=O)C1CCN(C(=O)c2ccc(Cl)cc2)CC1 | -2% | 8 | 1% | nt | nt | nt | nt | 0.3% | 2% | -2% | -3%
CCN1C(=O)[C@H]2[C@@H](c3ccccc3)N3C(=O)N(c4cccc(F)c4)C(=O)[C@@]3(CC(C)C)[C@H]2C1=O | 0% | 2 | -10% | 2 | nt | 13% | 0% | 0.4% | 4% | -4% | -9%
